Compound activity (PubChem BioAssay)
FBPA coupling cs: counter-screen for Giardia aldolase inhibitors: coupling enzyme system. coupling enzyme system counterscreen, AmpLite Red fluorescence. activity change, negative = inhibition, % at 58.2 µM, hits read low. 0.67% of 290,000 active; in the data active means activity change below about -30%; further: on the % scale 0 is the no-effect control and ±100 the full control effect
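First, compound is pin-transferred into glyceraldehyde-3-phosphate coupling-enzyme reagent at 57.5 uM final and held 10 min at RT. Next, substrate, coupling system and AmpLite Red are added. After 20 min RT, fluorescence (525/598 nm) is read.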
TSHR antagonist: blocks TSH signaling through the human TSH receptor | activity change, negative = inhibition, % at 11.5 µM | TSHR-expressing cells, TSH-stimulated cAMP HTRF, 2 h; stronger effect = lower value | P16473 | 0.2% of 330,000 active | AID 504810;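 active means activity change below a set negative limit, meaning inhibition stronger than a set level, cut at about -70% in these data; inconclusive means activity change between two set negative limits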; further: on the % scale 0 is the no-effect control and ±100 the full control effect
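Competitive HTRF cAMP read-out (cryptate anti-cAMP antibody, cAMP-d2; 30 min, room temperature) in freshly harvested TSHR cells. Compounds added before TSH at EC80 (4nM final), followed by 2 hours' incubation at 37 deg C.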
Chronic BCR inh: inhibitors of chronic active B-cell receptor signaling; Potency, µM (top dose mostly 46.1 µM), for the others: top-dose ratio change, negative = lower green/red ratio, most hits filed as inhibitors; AID 493014; ABC-DLBCL IkBa-CBG/CBR reporter, luminescence ratio, 4 h; 0.05% of 340,000 active; active means well fitted inhibition curve with a large enough effect in the signal ratio, with a control signal flat, not every such curve was filed as active; inconclusive means small, poorly fitted or top-dose-only effect, or effect the other way, or a change in a side signal; the % refers to the signal ratio;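 further: potency means the concentration at half of the fitted maximal effect; plate controls were basal doxycycline-induced cells for no effect and cells given 10 µM MG132 for full effect; MG132 reads +100%, hits lower the ratio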
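Compounds up to 46 uM were incubated four hours with TMD8 cells whose green CBG68 luciferase is fused to IkappaBalpha; red CBR luminescence normalised the signal, and concentration-effect curves were fitted to fusion, red and ratio data.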
CXXC DNA block: blocks binding of human MLL CXXC domain to DNA; Q03164; 0.037% of 290,000 active; AID 2662; MLL-CXXC / FITC-HOXA9 DNA fluorescence polarization; Potency, µM (series often up to 115 µM), for the others: top-dose activity change, negative = inhibition, most hits filed as inhibitors; active means well fitted inhibition curve with a large enough effect in the polarisation, with a control signal flat, not every such curve was filed as active; inconclusive means small, poorly fitted or top-dose-only effect, or effect the other way, or a change in a side signal; inactive means no such curve, though single readings can be large or run the other way; the % refers to the polarisation; further: potency means the concentration at half of the fitted maximal effect
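Steps: dispense CXXC domain solution (7 uM) → pin compounds or unlabeled HOX-A9 DNA control → 5 min ambient → add FLSN-HOX-A9 solution (50 nM) → spin → 30 min ambient → fluorescence polarization. Tris pH 7.5/NaCl/DTT/BSA buffer.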
AT treatment: potential ataxia-telangiectasia treatments restoring KAP-1 phosphorylation; Potency, µM (titrated, usually from 57.5 µM), for the others: top-dose activation, usual class: activators; […] A-T fibroblasts, KAP-1 phosphorylation AlphaLISA; neocarzinostatin DNA damage 30 min before lysis; 0.19% of 320,000 active; further: potency means the concentration at half of the fitted maximal effect; % of control where 0% means no effect; nearly all actives have a fitted effect of over 45% in size
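hTERT-immortalized A-T patient fibroblasts ([…]), 500 cells/well in OPTI-MEM, 1% FBS, got compounds for 60 min, then NCS for 30 min at 37C. Lysates were then assayed for phospho-KAP-1 by AlphaLISA (anti-pKAP1 donor, anti-KAP1 acceptor beads), 6 hr at 25C.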
Giardia killer: kills Giardia lamblia. Giardia lamblia trophozoite viability. activity change, % at 7.66 µM, hits read low. 0.15% of 340,000 active; in the data active means activity change below about -80%; inconclusive means between about -30% and that limit;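 further: parasites exposed to compound for two days anaerobically before the ATP read; on the % scale 0 is the no-effect control and ±100 the full control effect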
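Media and compound were dispensed first, then trophozoites at 100 cells/well; plates sat 48 hrs at 37 deg C without oxygen before ATP luminescence reagent was added and read after 15-30 min at room temperature.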
GALK inh: galactokinase (human) inhibition | Purified GALK, Kinase-Glo residual ATP luminescence | Potency, µM (titrated, usually from 57.5 µM), without a hit: top-dose activity change, negative = inhibition, actives largely listed as inhibitors | 0.007% of 270,000 active; further: potency means the concentration at half of the fitted maximal effect; on the % scale 0 is the no-effect control and ±100 the full control effect
Target sequence (P51570 whole entry, looked up): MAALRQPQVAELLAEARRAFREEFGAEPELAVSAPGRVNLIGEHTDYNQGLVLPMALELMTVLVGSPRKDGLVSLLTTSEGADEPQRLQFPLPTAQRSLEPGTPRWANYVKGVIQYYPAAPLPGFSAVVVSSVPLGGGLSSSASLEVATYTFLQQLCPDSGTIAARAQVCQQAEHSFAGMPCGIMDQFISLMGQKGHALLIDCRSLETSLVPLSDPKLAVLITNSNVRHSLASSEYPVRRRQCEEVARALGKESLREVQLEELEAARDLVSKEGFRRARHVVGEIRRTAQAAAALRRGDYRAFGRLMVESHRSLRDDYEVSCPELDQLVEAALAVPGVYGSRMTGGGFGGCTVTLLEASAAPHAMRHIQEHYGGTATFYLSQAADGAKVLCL
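Kinase-Glo Plus luminescence measured ATP left after a 1 h room-temperature reaction. The reaction used 5 nM GALK, 100 uM galactose and 35 uM ATP at pH 8.0 (20 mM HEPES, 5 mM MgCl2, 60 mM NaCl, 1 mM DTT, 0.01% BSA).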
Tb PFK inh: inhibitors of T. brucei phosphofructokinase; T. brucei PFK, ADP-Glo luminescence; Potency, µM (highest dose often 57.5 µM), for the others: top-dose activity, negative = inhibition, hits mostly inhibitors; 0.17% of 330,000 active; AID 485367;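 further: potency means the concentration at half of the fitted maximal effect; 0% = uninhibited 1x PFK enzyme wells and -100% = no-enzyme wells; nearly all actives have a fitted effect of over 60% in size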
Target sequence (O15648 whole entry, looked up): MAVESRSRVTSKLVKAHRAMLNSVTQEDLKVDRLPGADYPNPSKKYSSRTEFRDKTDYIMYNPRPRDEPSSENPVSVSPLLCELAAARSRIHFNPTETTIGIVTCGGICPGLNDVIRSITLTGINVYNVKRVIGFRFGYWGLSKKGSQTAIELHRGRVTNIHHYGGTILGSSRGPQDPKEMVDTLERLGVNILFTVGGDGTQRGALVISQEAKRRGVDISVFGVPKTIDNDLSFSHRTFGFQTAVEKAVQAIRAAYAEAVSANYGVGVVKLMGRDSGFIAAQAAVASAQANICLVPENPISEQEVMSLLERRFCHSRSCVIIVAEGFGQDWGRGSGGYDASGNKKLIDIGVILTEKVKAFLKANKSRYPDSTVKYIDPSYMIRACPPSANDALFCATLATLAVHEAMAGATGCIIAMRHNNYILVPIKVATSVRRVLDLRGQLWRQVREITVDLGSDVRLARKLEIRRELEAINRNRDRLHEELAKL
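1.25 nM PFK with 0.5 mM F6P and 0.1 mM ATP in 0.1 M TEA pH 8.0, 5 mM MgCl2, incubated 45 min at room temperature; ADP measured by ADP-Glo luminescence; compounds titrated up to 57 uM.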
hERG WT inh: inhibitors of human wildtype KCNH2 potassium channel; Q12809; U2OS, BacMam KCNH2, thallium flux FluxOr; stronger effect = lower value; activity change, % at 1.84 µM; 0.37% of 340,000 active;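 active means maximum activity change below -70%; inconclusive means maximum activity change between -70% and -50%; inactive means maximum activity change above -50%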; further: on the % scale 0 is the no-effect control and ±100 the full control effect
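U2OS cells were transduced with wild-type KCNH2 virus (2.03 x 10^8 / mL) for 4 h at room temperature, then cultured overnight at 37 C. Thallium flux was read with FluxOr dye. Rate constants were normalized to DMSO controls.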
TCR act: activates T cell receptor signaling; primary human leukocytes, anti-CD3, IL-2 HTRF, 48 h; Potency, µM (doses to about 9.22 µM), for inactives: at the highest dose activation of IL-2 secretion, usual class: activators; AID 504894; 330,000 tested, under 10 active; further: % of control where 0% means no effect
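Using a-CD3 beads without co-stimulation, primary human leukocytes were exposed to compounds for 48 hr. An HTRF IL-2 kit measured the cytokine, with europium-to-d2 energy transfer producing emission at 665nm upon 320nm excitation.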
An asterisk follows results filed as active; ? = inconclusive; nt = not tested or not shown; & = joins results of further samples; [ ] = remark or other dose. Unless noted, the call rests on the fitted dose curve; in most records, active means well fitted curve in the direction sought with a large enough effect; inconclusive means small, poorly fitted or top-dose-only effect, or another doubt; inactive means no such curve, though single readings can be large; an effect the other way counts as inactive or inconclusive.

Start of the data: the first 8 compounds, ahead of the listing:
Each structure is followed by: FBPA coupling cs	TSHR antagonist	Chronic BCR inh	CXXC DNA block	AT treatment	Giardia killer	GALK inh	Tb PFK inh	hERG WT inh	TCR act
> CN(CCOc1ccccc1)C(=O)c1ccc2c(=O)n3c(nc2c1)CCC3
 : nt	0	6%	nt	2%	1	nt	-2%	-12	1%
> CCn1c(-c2ccccc2)c(C(=O)CC#N)c2ccccc21
 : 2	-2	-5%	1%	-1%	-5	-2%	0%	-21	-3%
> CSc1cccc(NC(=O)NCc2cccc(CNC(=O)Nc3cccc(SC)c3)c2)c1
 : 3	-9	-2%	-10%	7%	-18	-1%	9%	-16	4%
> Cc1ccc(NNC(=O)C2CCC2)cc1C
 : -8	-1	9%	0%	-9%	9	9%	-2%	-3	0%
> COc1ccc(CN(CCCN2CCOCC2)C(=O)Nc2cccc(Cl)c2)cc1OC
 : 3	3	1%	9%	13%	24	6%	6%	-1	-4%
> CC(C)N1C(=O)CCC1C(=O)NCc1ccccc1Cl (stereo not drawn)
 : 1	-2	1%	4%	-13%	3	nt	0%	-18	-2%
> COc1cc(OC)cc(-c2sc3ccc(OC)cc3c2-c2ccc3cc[nH]c3c2)c1
 : nt	-1	?	nt	2%	11	nt	4%	0	2%
> CC(CN1CCCCC1)OC(=O)C1c2ccccc2Oc2ccccc21 (stereo not drawn)
 : 1	16	0%	2%	-5%	4	-3%	3%	0	-2%

Main list (from the top)
Each structure is followed by: FBPA coupling cs	TSHR antagonist	Chronic BCR inh	CXXC DNA block	AT treatment	Giardia killer	GALK inh	Tb PFK inh	hERG WT inh	TCR act
> CN(CCOc1ccccc1)C(=O)c1ccc2c(=O)n3c(nc2c1)CCC3
 : nt	0	6%	nt	2%	1	nt	-2%	-12	1%
> CCn1c(-c2ccccc2)c(C(=O)CC#N)c2ccccc21
 : 2	-2	-5%	1%	-1%	-5	-2%	0%	-21	-3%
> CSc1cccc(NC(=O)NCc2cccc(CNC(=O)Nc3cccc(SC)c3)c2)c1
 : 3	-9	-2%	-10%	7%	-18	-1%	9%	-16	4%
> Cc1ccc(NNC(=O)C2CCC2)cc1C
 : -8	-1	9%	0%	-9%	9	9%	-2%	-3	0%
> COc1ccc(CN(CCCN2CCOCC2)C(=O)Nc2cccc(Cl)c2)cc1OC
 : 3	3	1%	9%	13%	24	6%	6%	-1	-4%
> CC(C)N1C(=O)CCC1C(=O)NCc1ccccc1Cl (stereo not drawn)
 : 1	-2	1%	4%	-13%	3	nt	0%	-18	-2%
> COc1cc(OC)cc(-c2sc3ccc(OC)cc3c2-c2ccc3cc[nH]c3c2)c1
 : nt	-1	?	nt	2%	11	nt	4%	0	2%
> CC(CN1CCCCC1)OC(=O)C1c2ccccc2Oc2ccccc21 (stereo not drawn)
 : 1	16	0%	2%	-5%	4	-3%	3%	0	-2%
> O=C(O)C1CC1C(=O)N1CCN(c2ccc(Cl)c(Cl)c2)CC1 (stereo not drawn)
 : 6	0	?	5%	nt	21	1%	-25%	-17	-5%
> CC(C)C(=O)N1CCC2(CC1)Oc1ccc(Cl)cc1C(=O)C21CC(c2cccnc2)=NO1 (stereo not drawn)
 : 3	-3	-6%	7%	-19%	7	4%	-4%	-3	-3%
> C[N+]1(CC(O)COCC2COc3ccccc3O2)CCOCC1 (stereo not drawn)
 : 3	4	-6%	9%	2%	1	-3%	1%	6	-1%
> Cc1cn(C2OC[C@@H](O)[C@@H]2CO)c(=O)[nH]c1=O (stereo partly drawn)
 : 1&0	-9	0%	-3%	-3%	2	0%	1%	8	6%
> Cc1ccc(C2=NNC(=O)C(c3c[nH]c4ccccc34)C2)cc1 (stereo not drawn)
 : 3	36	?	-1%	14%	2	9%	0%	-10	-4%
> Cc1ccc(C(=O)CSc2nnc(Cn3nnc4ccccc43)n2C)cc1
 : 4	-5	-4%	1%	-1%	15	-3%	1%	24	-5%
> CCOC(=O)C1(CC2CC2)CCN(Cc2ccc(O)c(Cl)c2)CC1
 : -1	-1	-2%	2%	2%	nt	1%	4%	nt	nt
> CCN(CC)CCOC(=O)C(c1ccccc1)C1CCCCC1 (stereo not drawn)
 : 1	8	-1%	5%	-7%	9	nt	0%	37	5%
> O=C(CSc1nc2ccccc2c(=O)n1-c1ccc(F)cc1F)c1c[nH]c2ccccc12
 : 1	13	-5%	11%	-5%	-2	-3%	-4%	-122*	2%[46.1 µM]
> COc1ccccc1Oc1cc(F)nc(N)n1
 : 2	7	-4%	-5%	-1%	5	1%	-4%	-4	nt
> COC(=O)c1ccc(/C=N/OCC(=O)NCCc2ccc(OC)c(OC)c2)cc1
 : 1	-11	?	8%	-7%	-23	6%	-1%	-3	6%
> CC1C/C(=N\NC(=O)c2ccc(NS(=O)(=O)c3ccc(Br)cc3)cc2)CC(C)(C)C1 (stereo not drawn)
 : 1	-6	?	-2%	4%	-14	2%	5%	-1	-2%[46.1 µM]
> Cc1cc(=O)oc2c(C)c(OCC(=O)NC3CC(C)(C)NC(C)(C)C3)ccc12
 : nt	6	-13%	-1%	8%	19	8%	16%	-1	2%
> COc1ccccc1NC(=S)N(Cc1ccc(C(=O)O)cc1)Cc1ccc(OC)c(OC)c1
 : 6	5	5%	7%	6%	17	-1%	-2%	nt	6%
> CCOC(=O)C(C)c1ccc2cc(OC)ccc2c1 (stereo not drawn)
 : 0	-16	?	-13%	4%	5	-1%	-4%	16	3%
> COc1ccccc1CNC(=O)COc1ccc(C)cc1
 : 0	11	?	-4%	3%	-15	1%	1%	0	-9%
> COc1cc(NC(=O)CSc2nc(C)cs2)cc(OC)c1
 : 6	16	?	5%	7%	-6	2%	6%	0	-9%
> COc1ccc(NS(=O)(=O)c2cccc(C(=O)Nc3cccc(C(=O)O)c3)c2)cc1
 : 1	12	2%	-14%	10%	0	3%	0%	6	2%
> CN(CCNC(=O)C1CCCN(c2ncnc3c2nc2n3CCCCC2)C1)Cc1ccccc1 (stereo not drawn)
 : -1	-12	-2%	5%	-3%	-9	-2%	-4%	-11	-5%
> COc1ccc(CN2CCN(Cc3ccc(CO)o3)CC2CCO)cc1C (stereo not drawn)
 : 0	0	-10%	-15%	4%	38[activator]	0%	1%	14	1%
> O=C(Nc1ccc(O)cc1C(=O)O)c1cccc(Br)c1
 : 4	-6	?	-4%	-3%	-27	1%	3%	-4	-4%
> Cc1ccc(C)c(-n2c(N)c(C(N)=O)sc2=S)c1
 : -1	7	-2%	-3%	9%	-24	3%	0%	-3	4%

Each structure is followed by: FBPA coupling cs	TSHR antagonist	Chronic BCR inh	CXXC DNA block	AT treatment	Giardia killer	GALK inh	Tb PFK inh	hERG WT inh	TCR act
> CN(Cc1ccccc1F)C(=O)CCNC(=O)c1ccc(C(C)(C)C)cc1
 : nt	10	-5%	nt	-5%	5	nt	-10%	-8	-3%
> Cc1ccc(S(=O)(=O)N2[C@@H](c3cccc(Cl)c3)C(C(=O)O)=CC[C@H]2c2cccc(C)c2)cc1
 : nt	-2	-1%	nt	9%	?	nt	-4%	4	8%
> CCC(CC)c1nnc(NC(=O)Oc2ccccc2)s1
 : 3	57	-8%	-3%	18%	10	-2%	0%	25	nt
> CN(c1ccccc1)S(=O)(=O)c1ccc(C(=O)NCc2cccs2)cc1
 : 5	-2	?	0%	1%	-12	-1%	4%	-10	4%
> Cc1cc(C)c2[nH]c(=O)c(C(c3nnnn3CC3CCCO3)N3CCCC(C)C3)cc2c1 (stereo not drawn)
 : -14	3	7%	-6%	-6%	-12	1%	7%	-2	-5%
> COc1cc(Cl)c(C)cc1NC(=O)Cc1cccs1
 : 2	-8	9%	-1%	4%	2	-2%	-1%	-3	nt
> S=c1nc(C2CCCCC2)[nH][nH]1
 : 1	-1	11%	20%	0%	1	-3%	-16%	-8	-2%
> COc1cc(CN2CCN(CC#Cc3ccccc3)CC2CCO)cc(OC)c1 (stereo not drawn)
 : 2	34	-9%	2%	-3%	2	0%	2%	5	2%
> CC/C(Cc1ccccc1)=N/NC(=O)CNC(=O)c1ccc(Cl)cc1Cl
 : 0	-8	-15%	-11%	6%	0	-1%	2%	-8	8%
> CCN(c1ccccc1)c1cc(C)nc2ncnn12
 : -2	3	0%	2%	4%	17	-3%	-3%	0	9%[46.1 µM]
> COc1ccc(C2CCN(CC(=O)N(C)C)CC2O)cc1 (stereo not drawn)
 : -1	28	7%	29%	1%	-15	2%	-2%	-2	6%

Two compounds from above, showing only hERG WT inh.
Compound,hERG WT inh
CN(Cc1ccccc1F)C(=O)CCNC(=O)c1ccc(C(C)(C)C)cc1,-8
Cc1ccc(S(=O)(=O)N2[C@@H](c3cccc(Cl)c3)C(C(=O)O)=CC[C@H]2c2cccc(C)c2)cc1,4
